IMPase Li cell: cell-permeable IMPase inhibitors with lithium potentiation | CHO-M1 cells, IP1 TR-FRET (IP-One), carbachol + lithium | Potency, µM (series often up to 59.4 µM), for inactives: at the top dose activity, negative = IMPase inhibition, hits mostly inhibitors | actives 0.35% (n = 210,000) | AID 1457;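 further: IP1 builds up when IMPase is blocked and the TR-FRET signal falls; potency means the concentration at half of the fitted maximal effect; plate controls were basal vehicle for no effect and high inhibitor control for full effect; nearly all actives have a fitted effect of over 50% in size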
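Readout is a homogeneous TR-FRET IP1 immunoassay (Ex 320, Em 665 and 620), where raised cytosolic IP1 lowers signal. Cells were CHO-M1 treated 30 min at 37C with test compounds plus a little lithium; AC50 values came from Hill-equation fitting.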
Epigenetic reg: epigenetic control regulation, reporter derepression; murine LDR cells, GFP reporter derepression, 30 h; Potency, µM (top dose mostly 53.9 µM), without a hit: at the top dose GFP activation, most hits filed as activators; actives 0.2% (n = 280,000); AID 1865; further: potency means the concentration at half of the fitted maximal effect; % of control where 0% means no effect; nearly all actives have a fitted effect of over 60% in size
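Murine LDR cells bearing a silenced CMV-driven GFP reporter were exposed to compound for 30 h at 37 C. After PBS washes, GFP-positive cells (20-120 um objects) counted by laser-scanning microplate cytometry.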
Luc counter: counter-screen: inhibitors of Kinase-Glo firefly luciferase | Kinase-Glo luciferase, ATP luminescence, 8 min | Potency, µM (titrated, usually from 38.3 µM), for the others: at the top dose activity change, negative = inhibition, actives largely listed as inhibitors | actives 0.28% (n = 200,000); further: potency means the concentration at half of the fitted maximal effect; on the % scale 0 is the no-effect control and ±100 the full control effect; nearly all actives have a fitted effect of over 60% in size
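Inhibition of Kinase-Glo luciferase light generation was assessed at 10 uM ATP in pH 7.2 imidazole buffer, with luminescence measured after eight minutes at ambient temperature.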
CBFb-RUNX1 inh: inhibitors of human CBF-beta and RUNX1 interaction; Potency, µM (highest dose often 59.8 µM), for the others: at the highest dose activity, negative = inhibition, usual class: inhibitors; AID 1477; 230,000 tested, under 10 active; Q01196+Q13951; AlphaScreen CBFb-His/RUNX1-biotin binding, biochemical; further: % of control where 0% means no effect
Target sequence (Q01196 whole entry, looked up): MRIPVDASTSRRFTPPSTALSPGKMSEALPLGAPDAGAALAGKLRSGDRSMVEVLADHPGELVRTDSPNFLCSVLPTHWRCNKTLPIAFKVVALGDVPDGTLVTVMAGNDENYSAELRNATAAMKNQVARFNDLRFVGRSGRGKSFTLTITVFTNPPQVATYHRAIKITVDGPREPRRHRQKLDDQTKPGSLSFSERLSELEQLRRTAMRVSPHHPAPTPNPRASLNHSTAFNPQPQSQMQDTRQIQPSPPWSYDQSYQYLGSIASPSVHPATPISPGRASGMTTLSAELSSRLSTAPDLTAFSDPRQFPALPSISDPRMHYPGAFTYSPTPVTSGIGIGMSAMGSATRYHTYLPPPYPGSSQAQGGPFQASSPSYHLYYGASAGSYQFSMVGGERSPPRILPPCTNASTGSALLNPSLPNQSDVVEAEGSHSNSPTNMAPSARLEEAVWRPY
Target sequence (Q13951 whole entry, looked up): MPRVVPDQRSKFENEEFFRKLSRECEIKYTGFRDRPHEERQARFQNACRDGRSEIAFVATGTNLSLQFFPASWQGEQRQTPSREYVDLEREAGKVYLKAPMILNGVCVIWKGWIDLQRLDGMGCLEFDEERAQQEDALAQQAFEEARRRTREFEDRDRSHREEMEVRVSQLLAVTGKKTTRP
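CBFb-His/RUNX1-biotin, 30 nM each, preincubated 20 min RT; compound 15 min RT; Ni + streptavidin beads 50 ng each, 90 min RT; AlphaScreen read.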
HttQ103 aggreg: mutant huntingtin aggregation inhibition; actives 1.1% (n = 220,000); Potency, µM (doses to about 46.1 µM), for the others: top-dose activity change, negative = inhibition, actives largely listed as inhibitors; PC12 HttQ103-GFP aggregates, Acumen cytometry, 40 h; further: potency means the concentration at half of the fitted maximal effect; on the % scale 0 is the no-effect control and ±100 the full control effect; nearly all actives have a fitted effect of over 60% in size
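Read-out: GFP aggregate count by laser scanning cytometer (488 nm excitation, 500-530 nm emission, 1–25 µm objects >6 SD above background). Cells: PC12, inducible HTTex1-Q103-GFP, 100 nM tebufenozide; compounds titrated.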
NPSR antagonist: blocks cAMP signaling of the human neuropeptide S receptor; CHO-NPSR cells, cAMP TR-FRET, antagonist mode; Potency, µM (titrated, usually from 38.3 µM), inactives show at the highest dose activity change, negative = inhibition, most hits filed as inhibitors; actives 1% (n = 220,000); further: potency means the concentration at half of the fitted maximal effect; on the % scale 0 is the no-effect control and ±100 the full control effect; nearly all actives have a fitted effect of over 50% in size; many of its hits are not listed in these tables
Target sequence (Q6W5P4 whole entry, looked up): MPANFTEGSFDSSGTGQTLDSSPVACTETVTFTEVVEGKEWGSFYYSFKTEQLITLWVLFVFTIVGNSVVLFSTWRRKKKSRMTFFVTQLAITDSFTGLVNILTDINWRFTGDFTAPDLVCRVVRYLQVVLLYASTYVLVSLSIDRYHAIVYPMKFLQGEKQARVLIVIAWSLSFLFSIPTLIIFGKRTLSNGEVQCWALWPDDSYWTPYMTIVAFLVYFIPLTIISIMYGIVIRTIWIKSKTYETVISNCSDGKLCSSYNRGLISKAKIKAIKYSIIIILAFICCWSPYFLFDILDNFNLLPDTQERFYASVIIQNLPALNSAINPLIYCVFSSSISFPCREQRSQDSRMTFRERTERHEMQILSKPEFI
LMNA splice mod: modulators of lamin A splicing | actives 0.01% (n = 200,000) | HeLa LMNA splicing GFP/RFP minigene ratio, 48 h | Potency, µM (doses to about 46.1 µM), for the others: at the highest dose ratio change, negative = inhibition, most hits filed as inhibitors; active means well fitted inhibition curve with a large enough effect in the signal ratio, with a control signal flat, not every such curve was filed as active; inconclusive means small, poorly fitted or top-dose-only effect, or effect the other way, or a change in a side signal; the % refers to the signal ratio; further: potency means the concentration at half of the fitted maximal effect; on the % scale 0 is the no-effect control and ±100 the full control effect
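S3 HeLa cells stably expressing lamin A-EGFP splicing minigene plus DsRed2, 600 cells/well, 48 h compound exposure at 37C. Laser-scanning cytometry; analysed as GFP (500-530 nm)/RFP (575-640 nm) total intensity ratio; 0.5% DMSO vehicle.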
* marks the source's active call; other numbers are inactive results; ? = inconclusive; . = no result given; & = joins results of further samples; [ ] = dose if it differs, or a comment. Unless noted, the call rests on the fitted dose curve; in most records, active means well fitted curve in the direction sought with a large enough effect; inconclusive means small, poorly fitted or top-dose-only effect, or another doubt; inactive means no such curve, though single readings can be large; an effect the other way counts as inactive or inconclusive. These rows are one share of the data; rates above refer to the full screens.

Sample of the layout (eleven entries):
Below each compound – IMPase Li cell | Epigenetic reg | Luc counter | CBFb-RUNX1 inh | HttQ103 aggreg | NPSR antagonist | LMNA splice mod
> Cc1ccc([N+](=O)[O-])c(OCC(O)CNC(C)(C)C)c1 (configuration not stated)
→ . | 1.2% | . | 16% | -10%[9.22 µM] | 53% | .
> CCN1CCc2c(C#N)c(NCc3ccccc3)nc(N(CC)CC)c2C1
→ . | -1.8% | . | 2% | 20% | ? | 0%
> CCN(CC(=O)NCc1cccs1)S(=O)(=O)c1cccc(C(C)=O)c1
→ -1%[38.3 µM] | -7.5% | -3% | -3% | -6% | -8%[46.1 µM] | 1%
> CC(NC(=O)/C(=C/c1cccc([N+](=O)[O-])c1)NC(=O)c1ccco1)C(=O)O (configuration not stated)
→ -1% | 0.0% | 0% | 7% | -9% | -6%[46.1 µM] | 4%
> COc1ccc(CNCCC2(Cc3ccccc3)CC(C)N(C)CC2C)cc1OC (configuration not stated)
→ -2% | 0.2% | 0% | 4% | -15%[9.22 µM] | -7% | 7%[46 µM]
> O=C(Nc1ccc(O)c(C(=O)O)c1)Oc1ccccc1
→ . | 1.1% | . | 10% | -11%[9.22 µM] | -18% | -5%[46 µM]
> CCCCOC(=O)c1cc(=O)[nH]c2ccc(C)cc12
→ -3% | 8.1% | -1% | -5% | 11% | 5% | .
> CCc1nnc(NC(=O)C2CCCCN2S(=O)(=O)c2ccccc2)s1 (configuration not stated)
→ 18% | -0.5% | 1% | 6% | 3% | 3% | -16%[46 µM]
> Cc1nn(Cc2ccccc2Cl)c2sc(C(=O)NCCCn3ccnc3)cc12
→ 22%[38.3 µM] | -1.4% | 3% | -10% | -4% | 0%[46.1 µM] | ?
> COC(=O)C(C)Sc1ncnc2c1c(-c1ccccc1)cn2-c1ccc(OC)cc1 (configuration not stated)
→ 4% | -1.0% | 2% | 3% | 0% | -45% | -11%
> CC(=O)Nc1ccc(S(=O)(=O)N2CCN(C3CCCCCCC3)CC2)cc1
→ 2%[38.3 µM] | 14% | 6% | 0% | -15% | -28%[46.1 µM] | ?

The list itself, repeating the preview:
Below each compound – IMPase Li cell | Epigenetic reg | Luc counter | CBFb-RUNX1 inh | HttQ103 aggreg | NPSR antagonist | LMNA splice mod
> Cc1ccc([N+](=O)[O-])c(OCC(O)CNC(C)(C)C)c1 (configuration not stated)
→ . | 1.2% | . | 16% | -10%[9.22 µM] | 53% | .
> CCN1CCc2c(C#N)c(NCc3ccccc3)nc(N(CC)CC)c2C1
→ . | -1.8% | . | 2% | 20% | ? | 0%
> CCN(CC(=O)NCc1cccs1)S(=O)(=O)c1cccc(C(C)=O)c1
→ -1%[38.3 µM] | -7.5% | -3% | -3% | -6% | -8%[46.1 µM] | 1%
> CC(NC(=O)/C(=C/c1cccc([N+](=O)[O-])c1)NC(=O)c1ccco1)C(=O)O (configuration not stated)
→ -1% | 0.0% | 0% | 7% | -9% | -6%[46.1 µM] | 4%
> COc1ccc(CNCCC2(Cc3ccccc3)CC(C)N(C)CC2C)cc1OC (configuration not stated)
→ -2% | 0.2% | 0% | 4% | -15%[9.22 µM] | -7% | 7%[46 µM]
> O=C(Nc1ccc(O)c(C(=O)O)c1)Oc1ccccc1
→ . | 1.1% | . | 10% | -11%[9.22 µM] | -18% | -5%[46 µM]
> CCCCOC(=O)c1cc(=O)[nH]c2ccc(C)cc12
→ -3% | 8.1% | -1% | -5% | 11% | 5% | .
> CCc1nnc(NC(=O)C2CCCCN2S(=O)(=O)c2ccccc2)s1 (configuration not stated)
→ 18% | -0.5% | 1% | 6% | 3% | 3% | -16%[46 µM]
> Cc1nn(Cc2ccccc2Cl)c2sc(C(=O)NCCCn3ccnc3)cc12
→ 22%[38.3 µM] | -1.4% | 3% | -10% | -4% | 0%[46.1 µM] | ?
> COC(=O)C(C)Sc1ncnc2c1c(-c1ccccc1)cn2-c1ccc(OC)cc1 (configuration not stated)
→ 4% | -1.0% | 2% | 3% | 0% | -45% | -11%
> CC(=O)Nc1ccc(S(=O)(=O)N2CCN(C3CCCCCCC3)CC2)cc1
→ 2%[38.3 µM] | 14% | 6% | 0% | -15% | -28%[46.1 µM] | ?
> C=CCSC1=N/C(=C\c2cc(OC)c3c(c2)OCO3)C(=O)S1
→ 25%[38.3 µM] | -8.2% | 4% | 5% | -13% | -11%[46.1 µM] | 3%
> O=C(CN1C2CCCC1CC(NC(=O)c1ccco1)C2)Nc1ccccc1 (configuration not stated)
→ 0%[38.3 µM] | -0.9% | -4% | 8% | 3% | -24%[46.1 µM] | 10%
> COc1cnc(SCc2c(Cl)cccc2Cl)nc1Cl
→ 4%[38.3 µM] | 5.0% | -4% | 21% | 15% | -30%[46.1 µM] | -12%
> COc1cccc(-c2cc(=O)c3cc(NC(=O)c4ccc(Cl)cc4)ccc3[nH]2)c1
→ ? | 0.7%&5.5% | 4%[39.9 µM] | 1% | 2% | -44% | -14%
> Cc1ccc2cc(C#N)c(N3CCN(C)CC3)nc2c1
→ 3% | 0.9% | 0% | 10% | -7% | 6%[46.1 µM] | -9%
> CN(C)S(=O)(=O)c1cc(NC(=O)CN2CCN(c3ccccc3)CC2)ccc1Cl
→ 0% | 0.0% | 1% | 0% | 25% | 0% | -10%
> COC(=O)c1cc2sccc2n1CC(=O)N1CCCc2ccccc21
→ 25%[38.3 µM] | 3.2% | 1% | -2% | -3% | -13%[46.1 µM] | -10%
> CCCCCCCCn1c2c(c(=N)c3c1CCC3)CCCC2
→ 28% | -1.3% | -7% | 3% | ? | ? | ?
> Clc1nnc(N2CCCCC2)c2ccccc12
→ 7% | 2.2% | -2% | 0% | 18%[9.22 µM] | 5% | 3%[46 µM]
> CCN1CCN(C(=O)c2ccc(-c3nc4ccccc4s3)s2)CC1
→ 8% | 0.5% | -6% | -7% | 13% | -3% | ?
> CCCCN(CC)C(=O)CSc1cc(=O)n(C)c2ccccc12
→ -9%[38.3 µM] | 0.9% | 0% | 2% | -8% | -18%[46.1 µM] | -1%
> CC1CC(C)CN(c2ncnc3c2cnn3-c2ccc(Cl)cc2)C1 (configuration not stated)
→ 8% | -1.9% | 1% | -3% | -6% | -14%[46.1 µM] | -13%
> CC[n+]1c(C)sc2c(C)cc(C)cc21
→ 27%[38.3 µM] | 5.1% | 4% | 12% | 33% | -6%[46.1 µM] | 8%
> Nc1c(C(=O)NC2CCCC2)sc2nc(-c3cccs3)ccc12
→ ? | ? | 1% | 15% | 2% | 1%[46.1 µM] | 4%
> COCCn1c(-c2ccco2)csc1=Nc1cccnc1
→ 19%[38.3 µM] | -1.5% | -4% | -7% | 21% | -11%[46.1 µM] | 3%
> CCOC(=O)c1ccccc1OCc1cc(/C=N/n2cncn2)ccc1OC
→ 11% | -1.0% | 1% | 2% | 1% | -2% | -23%
> Cc1ccn2cc(C(=O)Nc3nnc(C)s3)nc2c1
→ . | -3.7% | . | 5% | -7% | -1%[46.1 µM] | 6%
> Cc1ccccc1OCc1nc(-c2ccc(NC(=O)c3ccco3)cc2)no1
→ 4% | -1.0% | -19% | 0% | 14% | -14%[46.1 µM] | -13%
> COc1ccc(-c2ccc(Nc3ccc(S(=O)(=O)N4CCCC4)cc3)nn2)cc1OC
→ -4% | -1.0% | 1% | -17% | -4% | -14%[46.1 µM] | -22%
> CNc1ncc(C(=O)c2ccc(Br)cc2)s1
→ -1% | 1.1% | 0% | -7% | -1% | -15% | .
> C=C(C)C1CC=C(C)/C(=N\NC(=O)CCC(=O)Nc2ccc(C)c(C)c2)C1 (configuration not stated)
→ . | 1.4% | . | 8% | 37%[9.22 µM] | -10% | .
> COc1cc(OC)c(OC)cc1CN1CCN(S(=O)(=O)c2ccc(NC(C)=O)cc2)CC1
→ -1% | 1.1% | -1% | 4% | 1%[9.22 µM] | -17% | 10%[46 µM]
> CC(=O)Nc1ccc(N/C(N)=N/c2nc(C)cc(C)n2)cc1
→ 5% | -0.1% | 4% | 10% | -7% | 6% | -14%[9.22 µM]
> CCCCNC(=O)COC(=O)c1ccc(N(C)C)cc1
→ 4% | 7.1% | -2% | -5% | 5% | -5% | 3%[46 µM]
> Cc1ccc(/C=C(\C#N)c2nc3ccccc3[nH]2)s1
→ 3%[38.3 µM] | 13% | -6% | 0% | -15% | ? | ?
> CCn1c2ccccc2c2nn(C)c(=N)nc21
→ 24%[38.3 µM] | 0.0% | 3% | -2% | -15% | -6%[46.1 µM] | -12%
> Cc1cc(-c2ccco2)n(CC(=O)NCCCc2ccccc2)n1
→ 22%[38.3 µM] | -0.8% | 1% | 15% | 0% | -6%[46.1 µM] | -7%
> O=C(NCCO)c1nc2ccccc2s1
→ -8% | -2.0% | 1% | -1% | -3% | -1%[46.1 µM] | -2%
> Cc1ccc(NNS(=O)(=O)c2ccc(C)cc2)cc1
→ -3%[38.3 µM] | 10% | -1% | 0% | 12% | -18%[46.1 µM] | 8%
> COc1ccc(S(=O)(=O)O/N=C2\CCCc3ccccc32)cc1
→ 28%[38.3 µM] | 0.8% | 0% | 6% | 10% | -8%[46.1 µM] | 11%
> O=C(Cc1cccc2ccccc12)Nc1ccccc1C(=O)O
→ 20%[38.3 µM] | -4.0% | 4% | 1% | 3% | -11%[46.1 µM] | ?
> CCOC(=O)C1CCN(c2cc(C)nc3ccc(OC)cc23)CC1
→ 4% | -1.4% | 1% | 18% | -11% | -25% | ?
> CC(=O)Nc1ccc(C(=O)OCc2ccc(Br)cc2)cc1
→ 5% | 0.1% | 4% | -2% | -2% | -8% | 2%
> O=C(Nc1ccc2oc(-c3ccncc3)nc2c1)c1ccc2c(c1)OCO2
→ . | 7.5% | . | 4% | 0%[9.22 µM] | -35% | .
> CSc1cccc(NC(=O)CCNC(=O)c2ccco2)c1
→ -1% | -1.5% | -2% | 4% | 11% | 12% | 11%[46 µM]
> Cc1c(NC(=O)C(C)OC(=O)c2ccc([N+](=O)[O-])s2)c(=O)n(-c2ccccc2)n1C (configuration not stated)
→ 5% | 2.8% | 0% | 14% | -11% | 15% | .
> Cc1ccc(C2=NNC(=Nc3ccc(F)cc3)SC2)cc1
→ -3% | 4.2% | 0% | ? | ? | -24% | ?

Compound activity: PubChem BioAssay, National Center for Advancing Translational Sciences (NCATS)
